Bioassay records (PubChem BioAssay)
p47phox inh: p47phox (human) inhibition | 220,000 compounds, 0.53% hits | p47phox/p22phox peptide binding, fluorescence polarization, 2 h | inhibition, % at 24.7 µM;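 active = inhibition above about 30%, limit read from the data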;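 also: 0% = p47phox with labelled peptide and 100% = labelled peptide alone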
Runt-SMMHC FRET: inhibitors of human RUNX1 Runt domain binding to CBFb-SMMHC; inhibition, % at 20 µM; Cerulean-Runt/Venus-CBFb-SMMHC FRET ratio 530/480, 1 h; 220,000 compounds, 0.74% hits; Q01196+Q13951; AID 1434;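 active = mean inhibition across duplicate retests at 20 µM reaching about 50%, limit read from the data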;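 also: 0% = DMSO wells and 100% = wells with excess untagged CBFb-SMMHC; inhibitors lower the FRET ratio by blocking Runt binding to CBFb-SMMHC; some results filed as inactive read as strong as hits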
Hck-Nef inh: blocks Nef-activated human Hck kinase. P08631. Recombinant Hck-YEEI plus Nef, Z-Lyte FRET kinase assay. inhibition, % at 20 µM. 220,000 compounds, 0.68% hits. AID 463187;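 active = Hck-Nef kinase inhibition above about 50%, limit read from the data; inactive = inhibition below that limit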;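 also: 0% = DMSO with Hck plus Nef and 100% = Hck alone without Nef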
Target sequence (P08631 whole entry, looked up): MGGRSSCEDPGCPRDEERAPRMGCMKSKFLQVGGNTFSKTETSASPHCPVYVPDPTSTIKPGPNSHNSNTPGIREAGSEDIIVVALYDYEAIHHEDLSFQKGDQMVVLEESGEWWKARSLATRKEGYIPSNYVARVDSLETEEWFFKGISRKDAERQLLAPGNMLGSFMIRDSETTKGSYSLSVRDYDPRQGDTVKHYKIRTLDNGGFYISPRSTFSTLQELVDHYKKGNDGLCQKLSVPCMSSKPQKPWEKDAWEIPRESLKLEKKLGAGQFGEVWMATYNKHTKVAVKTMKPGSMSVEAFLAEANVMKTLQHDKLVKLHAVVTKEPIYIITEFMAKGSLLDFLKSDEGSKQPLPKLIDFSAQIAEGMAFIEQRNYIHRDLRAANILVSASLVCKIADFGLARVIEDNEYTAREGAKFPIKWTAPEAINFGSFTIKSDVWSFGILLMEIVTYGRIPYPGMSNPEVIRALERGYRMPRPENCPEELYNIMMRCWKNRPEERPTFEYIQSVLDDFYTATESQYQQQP
Runt-CBFb FRET: blocks binding of human RUNX1 Runt domain to CBFb. 220,000 compounds, 0.46% hits. Q01196+Q13951. inhibition, % at 20 µM. Cerulean-Runt/Venus-CBFb FRET ratio 530/480, 1 h. AID 1496;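 active = inhibition over about 50% at 20 µM in the single-dose screen, limit read from the data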;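 also: 0% = DMSO wells and 100% = excess unlabeled CBFb competitor control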
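Assay system: Cerulean-tagged RUNX1 Runt domain (FRET donor) fusion protein / Amount: 100 nM each of Venus-CBFb and Cerulean-Runt domain / Medium: Tris buffer pH 7.5 with salts and BSA / Also added: Venus-CBFb 100 nM / Schedule: 1 h complex formation plus 1 h compound treatment, room temperature / Signal: FRET fluorescence / Read-out: loss of energy transfer signal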
MDM2 E3 inh: Mdm2 E3 ligase (human) inhibition. signal enhancement, % at 5 µM. 210,000 compounds, 0.11% hits. cell-based MDM2 ubiquitination luciferase reporter, 2 h; 0 = plate control, 100 = twice control, blank-subtracted. Q00987;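 active = signal enhancement of 30% or more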;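 also: luminescence tracks abundance of the self-degrading MDM2-luciferase fusion protein; higher signal means inhibition of MDM2 E3 ligase activity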
Target sequence (Q00987 whole entry, looked up, the tested form may be a part): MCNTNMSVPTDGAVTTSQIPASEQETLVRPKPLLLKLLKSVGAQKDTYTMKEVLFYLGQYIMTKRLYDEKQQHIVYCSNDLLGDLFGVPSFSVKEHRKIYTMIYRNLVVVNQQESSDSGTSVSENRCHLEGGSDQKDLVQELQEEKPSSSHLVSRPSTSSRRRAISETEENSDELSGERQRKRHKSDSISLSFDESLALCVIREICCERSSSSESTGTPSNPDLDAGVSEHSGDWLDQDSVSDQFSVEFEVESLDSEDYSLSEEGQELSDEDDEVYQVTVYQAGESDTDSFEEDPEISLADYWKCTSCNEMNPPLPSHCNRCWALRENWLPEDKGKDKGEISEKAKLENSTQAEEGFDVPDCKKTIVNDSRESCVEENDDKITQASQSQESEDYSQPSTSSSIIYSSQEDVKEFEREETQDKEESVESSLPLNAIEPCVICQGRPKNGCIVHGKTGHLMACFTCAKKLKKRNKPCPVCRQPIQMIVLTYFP
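Assay system: stable mammalian line carrying autodegrading MDM2–luciferase fusion reporter; Input: 2000 cells in each well; Compound dosing: single-point 5 µM; Schedule: 2 h compound exposure at 37 °C; Signal: SteadyLite luciferase luminescence after 15 min room-temperature reagent incubation; Evaluation: % luminescence enhancement versus blank-corrected plate control mean; Benchmarks: plate controls and plate blanks.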
zVAD death inh: blocks zVAD induced death of L929 cells; AID 1377; 220,000 compounds, 0.38% hits; viability rescue, % at 10 µM; L929 zVAD necroptosis rescue, ATP luminescence, 24 h; with zVAD 60 µM;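 active = activation, scaled between plate controls, above about 75%, limit read from the data; inactive = activation under that limit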;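 also: 0% = zVAD with DMSO and 100% = DMSO alone without zVAD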
Tb hexokinase: blocks Trypanosoma brucei hexokinase 1 activity | recombinant TbHK1, G6PDH-coupled NADH A340 | inhibition, % at 10 µM | 220,000 compounds, 0.11% hits | AID 1430;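 active = inhibition of 50% or more in the single-dose primary screen; inactive = inhibition below 50%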
14-3-3 Bad PPI: disrupts binding of bovine 14-3-3 zeta to phospho-Bad peptide; TR-FRET 14-3-3zeta/Dy647-pBad peptide displacement, 1 h; inhibition, % at 21.7 µM; 220,000 compounds, 0.71% hits; AID 781;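 active = inhibition above about 70%, limit read from the data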;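 also: 0% = full 14-3-3 plus peptide FRET controls and 100% = background without 14-3-3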
EBV gp42 block: EBV gp42 inhibition. AID 1085. 220,000 compounds, 0.42% hits. inhibition, % (tested at 21.74 µM). Fluorescence polarization binding assay, mP read-out; in the data active = inhibition above about 50%
Numbers without * were called inactive; · = not tested or not shown; [ ] = another dose, or the depositor's remark.

SMILES	p47phox inh	Runt-SMMHC FRET	Hck-Nef inh	Runt-CBFb FRET	MDM2 E3 inh	zVAD death inh	Tb hexokinase	14-3-3 Bad PPI	EBV gp42 block
CN(C)S(=O)(=O)N(CC(=O)Nc1ccccc1C(F)(F)F)c1ccccc1	-0.4	-1.7	7.7	0.0	-2.7	0.4	7.8	-15.0	-11.3
COc1cccc(CNCC(=O)N2C(C)CCCC2C)c1 (stereo not given)	-5.6	-0.6	-0.6	0.7	-2.0	0.2	3.7	59.0	1.1
COc1ccc(-n2c(C)c(C(C)=O)c(C(C)=O)c2C)cc1OC	-5.4	0.0	7.7	-1.8	-17.8	0.9	12.5	4.1	-9.4
CNC(=O)c1[nH]cnc1C(=O)N[C@@H](CC(C)C)C(=O)OC(C)(C)C	7.5	2.7	-4.3	-0.6	·	-0.8	6.8	-6.5	-3.8
Nn1c(SCC(=O)Nc2cccc(S(N)(=O)=O)c2)nnc1C1CC1	-1.0	0.7	-2.8	1.0	2.8	1.5	-0.9	-12.9	-9.5
CC(=O)Nc1cccc(NC(=O)CSc2nnc(Cc3cccn3C)n2CCc2ccccc2)c1	-2.9	-6.1	1.4	0.6	-2.4	0.4	-13.4	2.3[fluorescence artefact?]	-5.1
O=C(COC(=O)CNC(=O)c1ccccc1F)Nc1cccnc1Cl	-5.0	-3.3	25.2	-0.8	-13.9	0.2	0.0	-5.0	-6.3
Cc1c(N=C(N)/N=C(\N)Nc2ccccc2)c(=O)n(-c2ccccc2)n1C	-6.1	-5.1	8.3	-0.6	24.0	0.4	-0.2	15.1	0.3
CCNC(=O)CC1SC(=Nc2ccc(C)cc2)NC1=O (stereo not given)	-5.4	-1.1	0.7	-2.5	0.0	0.0	2.9	0.3	3.9
Cc1ccc(NC(=O)CCC(=O)OC(C(=O)c2ccc(C)c(C)c2)c2ccccc2)c(C)c1 (stereo not given)	-5.0	-1.8	-1.3	-2.4	-27.5	-0.3	-0.7	0.8	-5.8
O=C(CSc1nnc(-c2cccnc2)n1-c1ccccc1)N1CCN(c2ccc(F)cc2)CC1	-6.9	-1.7	0.5	2.5	-10.1	1.3	-4.7	1.5	-6.7
Cc1cccc(C)c1NC(=O)c1cccc(COc2cc(Cl)ccc2Cl)c1	-2.9	-0.7	3.2	2.3	-6.8	0.3	-0.2	-14.5	4.1
Cc1ccccc1OCCn1cc(/C=C(\C#N)C(=O)NCc2ccco2)c2ccccc21	-28.4	63.2*	4.0	-9.3	-8.4	0.6	17.4	-17.0	-1.1
Cc1ccc(C)c(OCCn2c(=O)c3c(ncn3C3CCCC3)n(Cc3ccccc3)c2=O)c1	2.7	7.6	-2.5	-1.8	-5.3	-0.1	40.6	4.4	-0.4
CCOc1ccc(-c2nnc3ccc(SCC(=O)Nc4cc(C)on4)nn23)cc1	-9.0	0.8	27.8	-2.3	-10.6	0.0	-0.2	-4.3	-5.4
CCC(C)(C)c1ccc(OCCCC[n+]2cccc(C)c2)c(C(C)(C)CC)c1	27.8	-4.9	26.7	-2.1	-59.0	0.9	14.4	9.5	2.9
O=C(O)c1cc(C(F)(F)F)nc2ccccc12	4.8	0.2	-8.2	2.8	·	1.8	6.5	7.7[fluorescence artefact?]	2.9
Cc1cccc(-c2nnc(SCc3ccccc3)o2)c1	-2.5	1.4	0.3	-1.9	-10.8	0.0	-3.4	-2.7	-30.5
CCOC(=O)N1CCN(C(=O)CN(c2cccc(C)c2)S(=O)(=O)c2ccccc2)CC1	-1.4	-0.8	7.5	-3.8	-18.3	-0.6	-2.0	-1.0	-20.9
CC(C)CNC(=O)c1oc2ccccc2c1COc1ccccc1	-15.9	5.3	0.1	-1.8	-14.6	·	1.0	1.3	-20.4
Cc1ccc(NC(=S)NC2CCN(Cc3ccccc3)CC2)cc1	-1.8	-1.6	7.9	-3.3	10.0	-0.5	19.6	-12.6	-2.4
Cc1cc(C)c(S(=O)(=O)N2CCCOC2CNC(=O)C(=O)NCc2cccs2)c(C)c1 (stereo not given)	-13.9	-2.4	34.9	-2.5	29.8	0.8	-2.4	-6.5[fluorescence artefact?]	-18.5
O=C1c2ccsc2SCCN1Cc1c(Cl)cccc1Cl	-4.1	-5.5	-13.4	2.7	-13.7	-0.6	24.8	2.1	4.2
Cc1onc(-c2ccccc2)c1CNS(=O)(=O)c1ccc(F)cc1F	-6.5	2.6	14.5	1.2	-12.9	-0.3	-7.8	-12.4	3.3
COc1ccccc1-c1ccc(SCC(=O)N2CCOCC2)nn1	-1.4	-3.2	16.6	-1.3	-38.0	1.0	-0.9	0.5	-13.4

A draw from above in order of heavy-atom count, ascending.
SMILES	p47phox inh	Runt-SMMHC FRET	Hck-Nef inh	Runt-CBFb FRET	MDM2 E3 inh	zVAD death inh	Tb hexokinase	14-3-3 Bad PPI	EBV gp42 block
CCNC(=O)CC1SC(=Nc2ccc(C)cc2)NC1=O (stereo not given)	-5.4	-1.1	0.7	-2.5	0.0	0.0	2.9	0.3	3.9
COc1ccc(-n2c(C)c(C(C)=O)c(C(C)=O)c2C)cc1OC	-5.4	0.0	7.7	-1.8	-17.8	0.9	12.5	4.1	-9.4
Cc1ccc(NC(=S)NC2CCN(Cc3ccccc3)CC2)cc1	-1.8	-1.6	7.9	-3.3	10.0	-0.5	19.6	-12.6	-2.4
CCC(C)(C)c1ccc(OCCCC[n+]2cccc(C)c2)c(C(C)(C)CC)c1	27.8	-4.9	26.7	-2.1	-59.0	0.9	14.4	9.5	2.9
CCOc1ccc(-c2nnc3ccc(SCC(=O)Nc4cc(C)on4)nn23)cc1	-9.0	0.8	27.8	-2.3	-10.6	0.0	-0.2	-4.3	-5.4
Cc1cc(C)c(S(=O)(=O)N2CCCOC2CNC(=O)C(=O)NCc2cccs2)c(C)c1 (stereo not given)	-13.9	-2.4	34.9	-2.5	29.8	0.8	-2.4	-6.5[fluorescence artefact?]	-18.5
Cc1ccccc1OCCn1cc(/C=C(\C#N)C(=O)NCc2ccco2)c2ccccc21	-28.4	63.2*	4.0	-9.3	-8.4	0.6	17.4	-17.0	-1.1

New compounds follow
SMILES	p47phox inh	Runt-SMMHC FRET	Hck-Nef inh	Runt-CBFb FRET	MDM2 E3 inh	zVAD death inh	Tb hexokinase	14-3-3 Bad PPI	EBV gp42 block
CC(C)OC(=O)c1cccc(NC(=O)c2ccccc2)c1	-4.9	1.5	12.5	-0.2	-6.8	0.7	1.5	-4.4[fluorescence artefact?]	-6.6
CCN(CCCNC(=O)C1CCCN(S(=O)(=O)CC)C1)c1cccc(C)c1 (stereo not given)	-7.7	-9.3	2.3	7.0	11.8	0.9	-3.3	-1.3	-24.4
CC(=O)CC1OC(=O)C(Br)=C1NCc1ccccc1 (stereo not given)	-0.6	1.5	-1.3	8.4	-3.5	0.0	5.9	-0.4	-4.1
COc1ccccc1-c1nnc(SCC(=O)OC(C)C)o1	-6.6	-0.2	8.1	-0.6	-5.6	0.9	5.6	-7.1	-17.7
CCOC(=O)c1[nH]c(C)c(C(=O)OCC(=O)N(CC)C2CCS(=O)(=O)C2)c1C (stereo not given)	-7.4	-8.2	3.0	1.4	-9.5	0.0	-5.6	-2.7	-21.7
CCOC1OC(=O)C(Cl)=C1Nc1cc(C)ccc1C (stereo not given)	0.1	-3.0	-6.4	·	-12.1	3.9	7.8	-4.2	3.6
COc1ccc(Br)cc1CN(C)CC(=O)Nc1cccc(S(N)(=O)=O)c1	9.4	0.7	20.3	-1.6	-15.0	1.5	1.6	-12.0	-4.2
COC(=O)c1ccccc1NC(=O)C(=O)NCC1CCCO1 (stereo not given)	-9.4	1.6	3.8	2.1	-3.5	2.2	6.6	15.4	-1.9
O=C(O)CC1(CC(=O)Nc2ccc3ccccc3n2)CCCCC1	0.2	-0.3	16.0	-0.9	-4.5	1.4	-6.2	1.7	-5.2
O=C(O)C1Cc2c([nH]c3ccccc23)C(c2ccc3c(c2)OCO3)N1 (stereo not given)	-8.9	47.6	1.1	4.1	-13.8	0.2	0.5	-1.7	-9.6
CCOC(=O)CN1C(=O)C(Sc2n[nH]c(-c3ccc(O)cc3)n2)CCc2ccccc21 (stereo not given)	-0.9	-6.0	1.3	1.7	-10.7	-1.3	0.7	-13.7	7.2
CN(C)c1cccc2c(S(=O)(=O)Nc3ccccn3)cccc12	-4.6	2.1	2.8	13.0	-11.7	0.1	-11.0	-3.6	-3.1
O=C(N/N=C/c1ccc(F)cc1)c1cc(-c2ccco2)nc2ccccc12	-11.8	-27.7	34.3	0.1	-17.1	1.0	2.6	42.7[fluorescence artefact?]	82.9*
COc1cccc(-n2nnc3c(=O)n(CC(=O)N4CCC(Cc5ccccc5)CC4)cnc32)c1	-2.3	4.5	7.5	2.8	-1.6	0.5	1.4	6.2[fluorescence artefact?]	-8.6
Cc1ccc(S(=O)(=O)N2CCCCC2C(=O)NCc2ccco2)cc1 (stereo not given)	-16.7	0.7	3.5	-1.4	-17.5	-0.1	-17.4	1.6	-17.9
CCN(c1ccccc1)S(=O)(=O)c1ccc(Cl)c(NC(=O)COC(=O)c2cc(O)c3ccccc3c2O)c1	-120.9	-34.5	79.9*	10.2	·	-0.7	0.0	10.6	-0.7
O=C(Nc1cccc2ccccc12)c1onc2c1CCCC2	-5.9	-4.2	-18.8	1.0	-13.1	-0.9	3.9	-1.8	-14.8
O=C(NCC(=O)N(Cc1ccccc1)C(C(=O)NC1CCCCC1)c1ccco1)c1ccco1 (stereo not given)	2.4	5.4	-7.2	-2.3	-6.0	-0.6	-6.0	-3.7[fluorescence artefact?]	-12.8
COc1ccc(C(CNC(=O)c2cncc(Br)c2)N(C)C)cc1 (stereo not given)	-13.7	-0.3	-5.7	-1.9	-6.2	1.0	0.4	-23.2	-5.4
Cc1cc(C(=O)Cn2cnc3cc([N+](=O)[O-])ccc3c2=O)c(C)n1CC1CCCO1 (stereo not given)	-21.0	-4.5	-5.7	-0.4	-5.2	2.2	-15.6	38.5	-11.2
COc1ccc(OCc2cccc(C(=O)N3CCCC3)c2)cc1	-11.0	3.5	6.5	-2.0	0.2	-1.0	-9.1	12.8	-6.2
CCOC(=O)c1c(C)[nH]c(C(=O)N2CCN(c3ccc(OC)cc3)CC2)c1C	-17.2	-3.4	-0.1	-2.8	-18.5	2.0	-0.6	-3.3	2.2
O=[N+]([O-])c1ccc(NC(=S)N2CCOCC2)cc1	-3.6	1.4	-18.9	1.9	-13.4	0.2	-13.8	12.4	-11.1
COc1ccc(N(CC(=O)NCCSc2ccccn2)S(C)(=O)=O)cc1Cl	-8.6	2.3	0.6	-2.8	-0.5	0.6	0.6	1.2	-1.8
CC(=O)c1cccc(NC(=O)c2ccco2)c1	-4.8	-1.9	-1.0	-1.2	6.4	-0.7	1.4	-4.5	1.8
Cc1cc(F)ccc1S(=O)(=O)Nc1ncnc2sccc12	-5.2	0.1	8.8	1.8	-11.4	1.6	4.0	-11.8	2.0
CC(=O)Nc1ccc(/C(C)=N/NC(=O)CN(c2ccccc2Br)S(C)(=O)=O)cc1	4.2	1.9	3.9	0.4	-3.6	36.0	31.6	-18.1[fluorescence artefact?]	2.4
COc1cccc(CNC(=O)C2CCC(CNc3nc(=S)[nH]c4ccccc34)CC2)c1 (stereo not given)	18.2	1.7	27.7	0.3	-22.1	-0.2	-6.7	13.6	-18.3
